ABCG2 inh = blocks JC-1 efflux by human ABCG2 transporter; Q9UNQ0; inhibition, % at 6.6 µM; actives 0.1% (n = 190,000); IgMXP3 cells, flow cytometry;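 active = inhibition above 80%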;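 note: 0% = DMSO and 100% = nicardipine control wells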
Target sequence (Q9UNQ0 whole entry, looked up): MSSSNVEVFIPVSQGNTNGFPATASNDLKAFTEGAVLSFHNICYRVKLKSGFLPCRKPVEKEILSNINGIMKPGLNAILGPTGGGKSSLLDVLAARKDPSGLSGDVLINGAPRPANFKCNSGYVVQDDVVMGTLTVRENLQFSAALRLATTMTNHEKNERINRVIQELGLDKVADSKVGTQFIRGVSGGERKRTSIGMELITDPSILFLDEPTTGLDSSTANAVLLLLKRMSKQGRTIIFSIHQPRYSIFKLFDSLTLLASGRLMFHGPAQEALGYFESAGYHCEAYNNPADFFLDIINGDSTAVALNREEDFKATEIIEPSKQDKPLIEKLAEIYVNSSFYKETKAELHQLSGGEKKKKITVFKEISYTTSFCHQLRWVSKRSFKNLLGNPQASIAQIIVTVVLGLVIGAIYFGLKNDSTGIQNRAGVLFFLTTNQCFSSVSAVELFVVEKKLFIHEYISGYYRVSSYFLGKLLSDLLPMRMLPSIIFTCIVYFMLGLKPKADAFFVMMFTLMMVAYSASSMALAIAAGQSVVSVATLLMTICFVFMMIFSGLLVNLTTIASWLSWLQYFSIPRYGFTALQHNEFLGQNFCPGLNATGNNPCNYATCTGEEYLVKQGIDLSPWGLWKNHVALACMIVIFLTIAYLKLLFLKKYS
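test system = two drug-resistant human cell lines, ABCG2 and ABCB1 | amount = 3 million cells/mL final, two lines in 1:1 ratio | reagent = JC-1 transporter substrate | doses = one concentration, 6.6 µM final | incubation = 10 min at 25 °C | signal = flow cytometric JC-1 green MFI at 530 nm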
Pf gamet viab = inhibitors of late stage P. falciparum gametocyte viability. P. falciparum stage V gametocytes, ATP luminescence, 24 h. actives 0.065% (n = 150,000). inhibition, % at 10.9 µM;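 active = inhibition above the mean plus 3 SD of compounds within the control limits, set per campaign, cut at about 38% in these data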;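 note: 0% = DMSO wells and 100% = medium only without gametocytes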
Rac1 wt GTP bind = modulators of human Rac1 wildtype GTP binding. GST-Rac1 beads, fluorescent GTP binding, flow cytometry; actives lie on both sides; 0 = cold GTP competed, 100 = untreated. P63000. actives 0.27% (n = 190,000). GTP binding activity (% of control), % at 10 µM;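 active = GTP binding activity at least 20 points away from the 100% control level, either lower or higher; inconclusive = compound flagged as likely green fluorescent, judged across all proteins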
Avidin fluor = compound fluoresces at 488/530 nm on avidin beads; actives 0.38% (n = 220,000); compound fluorescence 488/530 nm, flow cytometry; stronger effect = higher value; fluorescence (KMESF) at 10 µM; in the data active = fluorescence above about 47; note: inactives centre near 10
Rab2A wt mod = changes GTP binding to wildtype dog Rab2A, up or down; P61105; GST-Rab2 wt beads, Bodipy-GTP binding, flow cytometry; GTP binding activity, % at 10 µM; actives 0.19% (n = 190,000); AID 760;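 active = GTP binding activity at least 20 points away from 100%, either lowered or raised; inconclusive = signal likely due to the compound's own green fluorescence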;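 note: 0% = beads with excess unlabeled GTP and 100% = no-compound control corrected for plate trend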
Mcl1-Noxa inh = Mcl-1/Noxa interaction inhibition | Q07820 | TR-FRET Mcl-1/Noxa peptide binding, 2 h | inhibition, % at 21.7 µM | actives 1.5% (n = 220,000);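 active = compounds that cut the protein-peptide binding signal by more than 50% relative to plate controls in a single-dose test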;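 note: His-tagged Mcl-1 with rhodamine Noxa BH3 peptide and terbium anti-His antibody; 0% = Mcl-1 plus Noxa peptide wells and 100% = peptide-only wells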
Rac1 mut GTP = modulators of GTP binding to human Rac1 activated mutant | P63000 | percent activity (GTP binding), % at 10 µM | GST-Rac1 activated beads, fluorescent GTP binding, flow cytometry; actives lie on both sides; 100% means binding = to untreated wells | actives 0.11% (n = 190,000);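 active = GTP binding at least 20 percentage points away from the 100% baseline, in either direction, so actives lie on both sides; inconclusive = Compound likely fluorescent itself, or too few beads counted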
Rab7 wt GTP bind = modulators of GTP binding to dog Rab7 wildtype GTPase | actives 0.055% (n = 190,000) | GTP binding activity (percent of control), % at 10 µM | AID 758 | GST-Rab7 beads, fluorescent GTP binding, flow cytometry; actives lie on both sides; untreated = 100%, excess cold GTP = 0%;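 active = fluorescent GTP binding to Rab7 beads changed by at least 20 points from the 100% baseline, either direction, mostly lower; inconclusive = compound itself probably fluorescent, or too few beads counted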;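 note: median green fluorescence of bound Bodipy-FL-GTP per Rab7 bead population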
Cdc42 wt GTP = changes GTP binding to wildtype human Cdc42. percent activity (GTP binding), % at 10 µM. actives 0.2% (n = 190,000). GST-Cdc42 beads, Bodipy-GTP binding, flow cytometry; actives lie on both sides. P60953. AID 761;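 active = percent activity GTP binding at least 20 points away from the 100% baseline, either down as inhibitor or up as activator; inconclusive = compound flagged as likely green fluorescent from well-wide comparison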;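 note: median bead fluorescence of bound Bodipy-FL-GTP at 100 nM; 0% = excess unlabeled GTP control and 100% = no compound control; below 100% means less GTP binding so inhibitor and above means activator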
ABCB1 block = blocks JC-1 efflux by human ABCB1 transporter; inhibition, % at 6.6 µM; P08183; actives 0.067% (n = 190,000); AID 1326; CCRF-Adr cells, flow cytometry; in the data active = inhibition above about 40%;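 note: 0% = vehicle and 100% = reference inhibitor; higher value means more JC-1 retained so stronger ABCB1 efflux block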
HRas wt GTP = changes GTP binding to wildtype human HRas; P01112; GST-Ras wt beads, Bodipy-FL-GTP binding, flow cytometry; actives lie on both sides; AID 759; actives 0.14% (n = 190,000); GTP binding activity, % at 10 µM;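 active = GTP binding activity at least 20% away from the 100% baseline, either lowered as inhibitor or raised as activator; inconclusive = flagged as likely green fluorescent, judged across all proteins in the well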;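 note: 0% = unlabeled GTP competition control and 100% = no-compound control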
Target sequence (P01112 whole entry, looked up): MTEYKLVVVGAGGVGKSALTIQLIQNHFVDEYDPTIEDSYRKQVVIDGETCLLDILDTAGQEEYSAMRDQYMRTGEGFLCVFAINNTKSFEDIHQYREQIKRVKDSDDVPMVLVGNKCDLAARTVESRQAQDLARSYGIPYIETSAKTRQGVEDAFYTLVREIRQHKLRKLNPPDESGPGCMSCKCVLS
* marks the source's active call; other numbers are inactive results; u = inconclusive; x = not tested or not shown.

cpd	canonical_smiles	ABCG2 inh	Pf gamet viab	Rac1 wt GTP bind	Avidin fluor	Rab2A wt mod	Mcl1-Noxa inh	Rac1 mut GTP	Rab7 wt GTP bind	Cdc42 wt GTP	ABCB1 block	HRas wt GTP
1	Cc1cc2nc3c(c(=O)n2[nH]1)CCCC3	-0.5	x	106.0	10	103.0	10.5	99.0	100.0	100.0	0.1	100.0
2	CCn1c(=N)n(CC(O)COc2cccc(C)c2)c2ccccc21 (stereo unspecified)	1.0	0.6	102.0	11	99.0	12.1	99.0	99.0	99.0	0.3	99.0
3	CC(C)Cc1ccc(C(C)NC(=O)c2ccc(=O)[nH]c2)cc1 (stereo unspecified)	-0.6	-0.9	94.0	20	96.0	5.4	94.0	103.0	93.0	-0.1	97.0
4	CCCc1cc(C(=O)N2CCCC(C(=O)c3cccc4ccccc34)C2)n(C)n1 (stereo unspecified)	3.2	11.3	98.0	4	98.0	3.9	94.0	105.0	96.0	1.1	97.0
5	Cc1ccc(-c2nnc(SCC(N)=O)n2C)cc1	3.0	x	99.0	11	100.0	8.9	99.0	103.0	98.0	1.2	100.0
6	O=C(c1ccccc1)c1ccccc1C(=O)N1CCOCC1	0.2	x	95.0	15	97.0	5.9	97.0	95.0	97.0	0.1	97.0
7	CCc1ccc(-c2nnn(Cc3nn[nH]n3)n2)cc1	-0.1	-8.7	98.0	23	98.0	9.3	96.0	99.0	98.0	0.0	98.0
8	O=C(N/N=C/c1ccc(OCc2ccccc2)cc1)c1ccncc1	7.2	-9.2	96.0	8	96.0	13.5	92.0	103.0	94.0	-0.2	96.0
9	Cc1nn(CCC(=O)NNC(=S)Nc2ccc(F)cc2)c(C)c1Br	11.1	5.8	103.0	22	100.0	-4.3	98.0	97.0	99.0	1.4	101.0
10	Cc1ccc(C)c(C(=O)O/N=C(\N)c2ccc(Br)cc2)c1	0.4	-8.3	106.0	5	105.0	5.2	101.0	105.0	107.0	0.0	106.0
11	Cc1occc1C(=O)NNC(=O)C1CCCCC1	2.4	6.1	104.0	9	101.0	7.7	100.0	103.0	102.0	0.1	100.0
12	N#Cc1c(N)c(C(=O)c2ccc(Cl)cc2)n2c1CCC2	3.6	x	103.0	5	99.0	17.4	98.0	95.0	104.0	0.9	100.0
13	COc1ccc(NC(=O)CNS(=O)(=O)c2ccc(Cl)cc2)cc1	2.7	9.0	110.0	9	101.0	12.4	98.0	104.0	102.0	0.7	104.0
14	O=C(CCCOc1ccc(Cl)cc1Cl)N1CCCc2ccccc21	10.5	x	100.0	4	96.0	-3.1	96.0	93.0	94.0	3.0	96.0
15	O=C(Nc1ccc(N2CCOCC2)c(Cl)c1)c1cccnc1	4.1	x	102.0	14	99.0	0.2	98.0	101.0	103.0	0.8	103.0
16	Cc1ccc(NC(=S)NNC(=S)NC2CCCCC2)cc1	6.5	4.3	96.0	7	97.0	-7.6	95.0	92.0	93.0	-0.2	94.0
17	COc1ccc(Cl)cc1-c1nc(-c2ccc(NC(=O)c3cccs3)cc2)no1	-3.7	x	101.0	17	101.0	-100.2	102.0	94.0	107.0	-0.8	100.0
18	Cc1onc(-c2ccccc2)c1C(=O)N1CCc2ccccc21	7.3	24.6	106.0	10	100.0	-3.3	101.0	99.0	106.0	1.1	102.0
19	COC(=O)c1ccccc1NC(=O)c1cc2n(n1)C(C(F)F)CC(C(F)F)N2 (stereo unspecified)	5.5	21.0	99.0	14	100.0	9.0	97.0	99.0	101.0	0.3	102.0
20	CCOC(=O)CSc1nc(C2CC2)nc2ccccc12	10.5	x	107.0	8	104.0	-11.7	102.0	104.0	102.0	1.4	104.0
21	Cc1[nH]c2ccccc2c1C(=O)CN1CCN(C2CCCCC2)CC1	-1.7	x	102.0	16	100.0	13.3	99.0	98.0	102.0	0.2	100.0
22	Cc1nn(C(C)C)c(C)c1CN1CCN(Cc2ccsc2)C(CCO)C1 (stereo unspecified)	4.5	-11.6	99.0	3	100.0	7.7	96.0	103.0	98.0	2.0	99.0
23	CC(C)NC(=O)c1cc2ccccc2o1	2.2	-36.1	106.0	21	100.0	5.7	97.0	100.0	102.0	0.7	102.0
24	COc1ccc(S(=O)(=O)c2c(C)c(NS(=O)(=O)c3ccccc3)cc(C)c2O)cc1	0.5	5.4	101.0	6	96.0	26.5	95.0	100.0	98.0	0.4	98.0
25	O=C(O)c1ccc(-n2cccn2)nc1	0.4	-0.9	104.0	10	102.0	0.8	96.0	108.0	101.0	0.0	102.0
26	C=CCn1c(-c2ccc(OC)c(OC)c2)n[nH]c1=S	0.8	x	101.0	20	100.0	33.2	97.0	100.0	103.0	0.2	102.0
27	CCOC(=O)C(C)Sc1nc2ccccc2c(=O)n1CC (stereo unspecified)	25.0	-12.2	102.0	14	100.0	-11.6	102.0	100.0	104.0	0.4	100.0
28	CCc1c(C)nc(SCC(=O)CC(=O)OC(C)C)c(C#N)c1C	2.5	x	94.0	33	93.0	1.7	92.0	96.0	96.0	0.6	98.0
29	Cc1ccc(-c2nn(-c3ccccc3)cc2C(=O)N2CCN(c3ccccn3)CC2)cc1	3.6	x	97.0	10	97.0	-2.1	94.0	102.0	93.0	9.1	97.0
30	CS(=O)(=O)N(CC(=O)N1CCN(c2ccccc2)CC1)c1ccc(Cl)c(C(F)(F)F)c1	21.0	7.5	100.0	15	99.0	2.9	100.0	101.0	99.0	1.1	99.0
31	Cc1ccc(S(=O)(=O)N2CCC(C(=O)O)CC2)cc1C(=O)O	6.1	-2.9	108.0	29	101.0	22.0	101.0	101.0	105.0	0.3	101.0
32	Cc1cc(NC(=O)c2ccc(COc3ccccc3Cl)o2)no1	6.5	-24.6	101.0	13	97.0	14.9	96.0	101.0	98.0	-0.3	97.0
33	CCOC(=O)C1=C(Cn2cnc3ccccc32)NC(=O)NC1c1cc(C)ccc1C (stereo unspecified)	9.5	x	93.0	15	94.0	17.1	95.0	96.0	95.0	1.4	96.0
34	CNc1nc(C)nc(-c2ccccc2O)n1	5.1	x	102.0	7	100.0	3.3	100.0	102.0	100.0	0.4	101.0
35	COc1ccc(CN(Cc2ccccn2)S(=O)(=O)c2ccc(-n3cnnn3)c(OC)c2)cc1	0.4	-2.2	104.0	7	102.0	-2.0	100.0	98.0	104.0	0.4	101.0
36	COc1ccc(OC)c(-c2csc(NC(=O)CSc3ccc(Br)cc3)n2)c1	3.4	x	107.0	13	96.0	0.8	96.0	100.0	104.0	0.3	97.0
37	C=CC[n+]1c(-c2ccc(OC)cc2)csc1NNC(=O)Nc1ccccc1	2.4	2.4	101.0	6	100.0	21.4	99.0	101.0	102.0	0.3	102.0
38	CCc1[nH]c(=O)c(C#N)c2c1CCCC2	0.5	x	102.0	18	105.0	9.4	98.0	109.0	103.0	0.2	106.0
39	Cc1oc2cc([N+](=O)[O-])c(O)c([N+](=O)[O-])c2c1C(=O)c1ccc(Br)cc1	2.5	x	89.0	7	92.0	15.3	87.0	104.0	89.0	0.4	94.0
40	COc1cc(NC(=O)c2ccc(Cl)cc2)c(OC)cc1NC(=O)CN1CCOCC1	1.1	x	100.0	7	97.0	1.0	96.0	98.0	98.0	0.7	97.0
41	COc1ccccc1C1C2=C(CC(C)(C)CC2=O)Nc2nnnn21 (stereo unspecified)	0.3	x	103.0	7	97.0	6.3	97.0	100.0	104.0	0.8	99.0
42	CC1Cc2ccccc2N1C(=O)CSc1nnc2c(n1)[nH]c1ccc(F)cc12 (stereo unspecified)	2.6	x	u	7	u	22.7	u	u	u	0.7	u
43	CC(C)Oc1ccc(Cn2c(-c3ccco3)n[nH]c2=S)cc1	-0.7	18.9	101.0	17	98.0	8.5	97.0	96.0	101.0	-0.3	100.0
44	COc1ccc(OCc2nnc(SCC(=O)NNC(=O)c3ccc(C)cc3)n2C)cc1	4.4	-25.6	104.0	15	100.0	-6.4	101.0	98.0	102.0	0.3	102.0
45	CC(=O)OC(C(=O)N1CCN(c2ccc(F)cc2)CC1)c1ccccc1 (stereo unspecified)	1.1	-3.6	105.0	18	103.0	-0.1	102.0	95.0	106.0	1.0	100.0
46	CCN1C(=O)/C(=C/c2cnn(C)c2C)SC1=S	0.4	x	103.0	5	101.0	25.0	98.0	100.0	102.0	0.1	101.0

Single records (already shown). Order of screens: ABCG2 inh	Pf gamet viab	Rac1 wt GTP bind	Avidin fluor	Rab2A wt mod	Mcl1-Noxa inh	Rac1 mut GTP	Rab7 wt GTP bind	Cdc42 wt GTP	ABCB1 block	HRas wt GTP
CC1Cc2ccccc2N1C(=O)CSc1nnc2c(n1)[nH]c1ccc(F)cc12 (stereo unspecified) is listed as 2.6	x	u	7	u	22.7	u	u	u	0.7	u
C=CCn1c(-c2ccc(OC)c(OC)c2)n[nH]c1=S is listed as 0.8	x	101.0	20	100.0	33.2	97.0	100.0	103.0	0.2	102.0

High-throughput results as filed in PubChem.
